N370S GC mod: qHTS Assay for Inhibitors and Activators of N370S glucocerebrosidase as a Potential Chaperone Treatment of Gaucher Disease. N370S GC spleen homogenate, 4MU-glucoside fluorescence. Potency, µM (top dose mostly 59.4 µM), for the others: at the top dose activity change, negative = inhibition, actives largely listed as inhibitors. actives 0.092% (n = 330,000). Lysosomal acid glucosylceramidase (Homo sapiens), P04062;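 also: 0% = full enzyme activity and -100% = no enzyme basal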
GCN5L2 inh: qHTS Assay for Inhibitors of GCN5L2; AID 504327, 2011; actives 0.21% (n = 390,000); Histone acetyltransferase KAT2A (Homo sapiens), Q92830; Potency, µM (doses to about 58.9 µM), for inactives: at the top dose activity change, negative = inhibition, most hits filed as inhibitors; GCN5L2 HAT assay, ThioGlo1 CoA-SH fluorescence
Target sequence (Q92830 whole entry, looked up): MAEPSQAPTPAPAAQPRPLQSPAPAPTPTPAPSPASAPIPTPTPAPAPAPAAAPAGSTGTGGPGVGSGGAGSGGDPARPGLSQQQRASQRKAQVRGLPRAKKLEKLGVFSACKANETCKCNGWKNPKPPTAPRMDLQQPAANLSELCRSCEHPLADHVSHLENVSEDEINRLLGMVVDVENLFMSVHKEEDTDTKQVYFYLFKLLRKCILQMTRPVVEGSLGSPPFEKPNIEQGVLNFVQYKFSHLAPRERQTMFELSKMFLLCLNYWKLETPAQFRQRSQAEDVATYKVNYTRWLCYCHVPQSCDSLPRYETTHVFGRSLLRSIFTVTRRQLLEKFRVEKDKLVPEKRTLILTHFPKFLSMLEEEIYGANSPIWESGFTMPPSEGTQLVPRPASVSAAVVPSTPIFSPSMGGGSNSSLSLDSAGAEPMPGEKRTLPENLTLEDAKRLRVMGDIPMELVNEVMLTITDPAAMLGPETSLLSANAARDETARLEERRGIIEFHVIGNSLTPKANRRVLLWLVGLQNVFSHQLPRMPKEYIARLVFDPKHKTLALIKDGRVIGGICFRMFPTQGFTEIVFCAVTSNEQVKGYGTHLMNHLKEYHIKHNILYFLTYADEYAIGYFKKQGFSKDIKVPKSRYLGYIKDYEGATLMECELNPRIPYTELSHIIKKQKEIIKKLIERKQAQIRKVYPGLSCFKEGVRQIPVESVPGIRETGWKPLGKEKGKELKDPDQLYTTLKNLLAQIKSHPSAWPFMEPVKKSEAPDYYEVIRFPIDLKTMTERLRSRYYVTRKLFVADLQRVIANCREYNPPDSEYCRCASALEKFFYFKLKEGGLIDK
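GCN5L2 (20nM final) in 50mM HEPES, 0.1mM EDTA pH 7.5, 0.01% Tween-20 was preincubated 15 min at room temperature with compound, then given ThioGlo1 (50uM), H3(1-25) peptide (75uM) and acetyl-CoA (70uM); CoA-thiol fluorescence (Ex340/Em540) was read at 0 and 20 min.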
FEN1 inhibitor: qHTS Assay for the Inhibitors of Human Flap endonuclease 1 (FEN1); P39748; Recombinant FEN1 flap cleavage, fluorescence, 15 min; Potency, µM (top dose mostly 114 µM), for inactives: at the top dose activity change, negative = inhibition, most hits filed as inhibitors; actives 0.35% (n = 390,000); also: nearly all actives have a fitted effect of over 65% in size
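Quantitative HTS format: each compound was titrated, incubated with 10 nM nuclease for 15 min at room temperature, then challenged with flap substrate at 50 nM final. Signal change over 15 min gave concentration–effect curves.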
* = called active by the depositor; ? = inconclusive; nt = no result given; & = joins results of further samples. Calls follow the shape of the dose curve; as a rule, active = well fitted curve in the direction sought with a large enough effect; inconclusive = small, poorly fitted or top-dose-only effect, or another doubt; inactive = no such curve, though single readings can be large; an effect the other way counts as inactive or inconclusive. Unless noted, % is scaled to controls: 0 for no effect and ±100 for the full control effect; potency is read from the fitted curve at half-maximal effect. Rows are unselected. Share with any hit: about 0.54%.

Preview, four compounds:
Values in the order – N370S GC mod, GCN5L2 inh, FEN1 inhibitor
Nc1ccc(-n2cc(-c3ccccc3)[nH]c2=S)cc1
    -2.2%, -2.5%, -15.3%
CC1=Nc2cc(C(=O)NCCc3ccccc3)ccc2Sc2c(C)ccc(C)c21
    nt, -4.2%, 1.5%
N#CCCn1cc(C(CC(=O)c2ccccc2)C(=O)O)c2ccccc21 (stereo not drawn)
    7.2%, -0.3%, 6.3%
COC(=O)CCC(=O)c1ccc(OC)c(Cl)c1
    -13.5%, -2.3%, nt

The whole of this part, repeating the preview:
Values in the order – N370S GC mod, GCN5L2 inh, FEN1 inhibitor
Nc1ccc(-n2cc(-c3ccccc3)[nH]c2=S)cc1
    -2.2%, -2.5%, -15.3%
CC1=Nc2cc(C(=O)NCCc3ccccc3)ccc2Sc2c(C)ccc(C)c21
    nt, -4.2%, 1.5%
N#CCCn1cc(C(CC(=O)c2ccccc2)C(=O)O)c2ccccc21 (stereo not drawn)
    7.2%, -0.3%, 6.3%
COC(=O)CCC(=O)c1ccc(OC)c(Cl)c1
    -13.5%, -2.3%, nt
Clc1cccc(CSc2nnc(-c3cccnc3)n2Cc2ccco2)c1
    -4.2%, 1.8%, -1.3%
O=C(N/N=C/c1ccccc1)NC1CCCCC1
    ?, -0.5%, -1.7%
O=C(Nc1ccc2c(c1)CCCN2C(=O)c1cccs1)c1cccc(F)c1
    3.2%, -4.7%, 6.8%
CC[C@H](C)[C@H](NC(=O)[C@H](C)NC(=O)[C@H](Cc1cnc[nH]1)NC(=O)[C@@H]1CCCN1C(=O)CNC(=O)[C@H](CC(C)C)NC(=O)[C@H](CC(C)C)NC(=O)[C@H](Cc1ccc(O)cc1)NC(=O)CNC(=O)[C@H](C)NC(=O)[C@H](CO)NC(=O)[C@H](CC(N)=O)NC(=O)[C@H](CC(C)C)NC(=O)[C@@H](NC(=O)[C@H](Cc1c[nH]c2ccccc12)NC(=O)CN)[C@@H](C)O)C(=O)N[C@@H](CC(=O)O)C(=O)N[C@@H](CC(N)=O)C(=O)N[C@@H](Cc1cnc[nH]1)C(=O)N[C@@H](CCCNC(=N)N)C(=O)N[C@@H](CO)C(=O)N[C@@H](Cc1ccccc1)C(=O)N[C@@H](CO)C(=O)N[C@@H](CC(=O)O)C(=O)N[C@@H](CCCCN)C(=O)N[C@@H](Cc1cnc[nH]1)C(=O)NCC(=O)N[C@@H](CC(C)C)C(=O)N[C@H](C(N)=O)[C@@H](C)O
    -0.2%, -24.1%, nt
O=C(O)c1ccc(CN2C(=O)c3ccc(Oc4ccc([N+](=O)[O-])cc4)cc3C2=O)cc1
    -13.4%, 1.4%, 16.6%
CS(=O)(=O)N1Cc2ccccc2CC1C(=O)O (stereo not drawn)
    -1.8%, -7.1%, 1.3%
CCOC(=O)N1CCN(C2=NC3(CCCCC3)C(C#N)C(=O)N2)CC1 (stereo not drawn)
    -4.2%, -1.3%, -0.9%
CCOc1ccc(/C=N/NC(=O)c2csc(C)c2C)c(OCC)c1
    20.7%, -11.3%, -6.7%
CC(=O)N1CCc2cc(Br)cc(S(=O)(=O)NCCc3ccc(Cl)cc3)c21
    nt, -4.7%, 7.2%
Cc1ccc(NC(=O)CCSc2nc(-c3ccc4c(c3)OCO4)cc(C(F)(F)F)n2)cc1
    nt, -3.8%, 12.2%
Cc1ccc(S(=O)(=O)c2c(C)cc(C)[nH]c2=O)cc1
    -1.7%, -13.2%, 19.3%
Cc1c(C(=O)N2CCCCCC2)c(S(=O)(=O)Nc2ccccc2F)c(C)n1C
    4.6%, -9.0%, -1.4%
N#Cc1c(N2CCCC2)ccc(Br)c1Cl
    ?, 0.1%, -3.8%
CCC(/C=N/NC(=O)C(=O)N/N=C/C(CC)CC)CC
    18.3%, -2.7%, -6.7%
CC(N=C1NS(=O)(=O)c2ccccc21)C(=O)NCc1ccncc1 (stereo not drawn)
    -13.5%, 3.5%, -5.2%
COc1cc2c(cc1OC)-c1cc3nc4ccccc4nc3n1C(C)(C)C2
    6.8%, ?, nt
CN(Cc1ccccc1)S(=O)(=O)c1cccs1
    20.5%, -1.1%, 1.0%
CCCCn1c(N)c(N(CC(C)C)C(=O)c2ccc(S(=O)(=O)N3CCCCC3)cc2)c(=O)[nH]c1=O
    -5.1%, -19.7%, 4.1%
O=c1cc(CO)oc(C(Nc2ccccn2)c2cccc(F)c2)c1O (stereo not drawn)
    -9.8%, -19.8%, -10.9%
N#CCCN(Cc1cccnc1)C(=S)Nc1ccccc1Cl
    8.3%, -0.3%, 0.1%
O=C(OCC(=O)N1CCCC1)c1c[nH]c2ccccc12
    nt, 3.5%, -11.7%
CCN(CC(=O)Nc1c(F)cccc1F)C(=O)C1COc2ccccc2O1 (stereo not drawn)
    nt, -0.8%, -2.1%
O=c1c2ccccc2nc(N/N=C/c2ccc(O)cc2)n1O
    -9.8%, -7.0%, 25.1µM*
CCOc1ccc(S(=O)(=O)N2CCN(C(=O)C3CSC4(C)CCC(=O)N34)CC2)cc1 (stereo not drawn)
    nt, 2.4%, 4.2%
COc1ccccc1C(=O)Nc1cccc(Oc2c(F)c(F)c(F)c(F)c2F)c1
    13.7%, -4.1%, 8.5%
CCOC(=O)CCCCC(=O)c1[nH]c(=O)[nH]c1CN1CCOCC1
    -2.7%, -1.9%, 1.4%
Cc1nc(SC(C)C(=O)Nc2c(C)n(C)n(-c3ccccc3)c2=O)nc(C)c1C (stereo not drawn)
    nt, 2.3%, 21.9%
COCCCNC(=O)C[C@H]1C[C@H](C(=O)N2CCOCC2)[C@@]2(C)c3[nH]c4cc(CCC(=O)N(C)C)ccc4c3CCN2C1=O
    nt, -4.9%, -2.5%
Cc1ccc(NC(=O)c2ccc(COc3ccccc3[N+](=O)[O-])o2)nc1
    nt, -5.7%, 0.7%
O=C(c1ccc(-n2cccc2)cc1)N1CCCCC1
    8.4%, -4.8%, -3.3%
COc1ccc(N(CCC(=O)O)S(=O)(=O)c2ccc(C)c(C)c2)cc1
    6.4%, -1.4%, 15.6%
Cc1noc(C)c1S(=O)(=O)N1CCC(C(=O)Nc2ccc(Br)cc2)CC1
    -6.5%, -2.1%&-3.1%, -9.2%&0.9%
CCOc1ccccc1CNC(=O)Nc1cn(CC(C)C)c(=O)c2ccccc12
    nt, 2.8%, -2.4%
COc1ccc(C(=O)CCC(=O)Nc2cccnc2)c(OC)c1
    2.3%, -4.0%, 2.9%
Cc1ccc(Cn2ccnc2SCC(=O)NCc2ccc(F)cc2)cc1
    nt, -4.9%, 17.9%
O=C(O)c1cccc(-n2c(/C=C/c3cccc([N+](=O)[O-])c3)nc3ccccc3c2=O)c1
    -7.7%, -2.9%, -15.0%
Cc1c(C(=O)O)sc2[nH]c(=O)n(Cc3ccccc3)c(=O)c12
    -10.3%, -8.7%, 10.5%
COc1ccc(Cc2nnc(NC(=O)C3CCCO3)s2)cc1 (stereo not drawn)
    6.6%, -1.1%, -9.0%
COc1ccc(OC)c(C(C)NS(=O)(=O)c2cccs2)c1 (stereo not drawn)
    nt, -12.6%, 14.4%
Fc1ccc(-c2cc(-c3nc(-c4cccc(Cl)c4)no3)[nH]n2)cc1
    nt, -1.0%, 0.8%
COc1ccc(NC(=O)CS(=O)(=O)c2cn(CC(=O)N3CCOCC3)c3ccccc23)cc1OC
    -3.6%, ?, 0.8%
CCCCCCCCCCCC(=O)O[C@H](CC(=O)O)C[N+](C)(C)C
    2.6%, -2.9%, nt
Cn1cnc(C(=O)N2CCc3ccccc3C2)c1C(=O)N1CCc2ccccc2C1
    nt, ?, 0.2%
COc1ccc(C(=O)NNC(=O)c2cccc(S(=O)(=O)N3CCOCC3)c2)cc1
    nt, 4.0%, 2.3%
COc1ccc(CNC(=O)C(c2ccco2)N(C(=O)c2snc(C(N)=O)c2N)c2ccccc2OC)cc1 (stereo not drawn)
    ?, -3.5%, 4.8%
C=CCN(CC=C)CCCOc1ccc(Br)cc1Cl
    nt, 5.8%, 0.4%

(listing goes on)
Values in the order – N370S GC mod, GCN5L2 inh, FEN1 inhibitor
CCOCCCNC(=O)C(c1ccc(OC)cc1)N(Cc1ccc2c(c1)OCO2)C(=O)c1ccccc1O (stereo not drawn)
    5.3%, -7.5%&-8.3%, -17.2%&11.2%
COc1ccc(CN(CCCN2CCOCC2)S(=O)(=O)N(C)C)cc1OC
    9.4%, 4.2%, -2.2%
Cc1c(/C(O)=C2/C(=O)C(=O)N(CCN3CCOCC3)C2c2cccnc2)cnn1-c1ccccc1 (stereo not drawn)
    -3.8%, -8.5%, -5.1%
c1ccc(CCCN2CCN(c3ccccc3)CC2)cc1
    -7.1%, -3.5%, -7.2%
Cc1nn(Cc2ccc(Cl)c(Cl)c2)c(C)c1NC(=O)c1cc(CC(C)C)on1
    -2.0%, -7.1%, -20.2%
COc1ccc(OC)c(C(=O)N(C[C@H]2CC[C@@H]([C@@H]3CC[C@H](CO)O3)O2)C(C(=O)NC(C)(C)C)c2ccc(-c3ccccc3)cc2)c1 (stereo partly drawn)
    nt, 1.2%, 2.0%
Cc1c(NC(=O)CCCCCN2C(=O)C3C4C=CC(C4)C3C2=O)c(=O)n(-c2ccccc2)n1C (stereo not drawn)
    9.7%, -5.0%, -17.4%
CN1C(c2ccccc2)CC(=NO)CC1c1ccccc1 (stereo not drawn)
    -3.1%, -1.2%, -10.4%
Cc1cccc(C(=O)NCC(=O)N2CCN(S(=O)(=O)/C=C/c3ccccc3)CC2)c1
    nt, -11.8%, -1.6%
Cc1ccc(F)cc1CNC(=O)c1cc(COc2ccc3ncccc3c2)on1
    0.3%, -0.2%, -0.9%
COc1ccc(CC(=O)NNS(=O)(=O)c2ccc([N+](=O)[O-])cc2)cc1OC
    -17.9%, -5.2%, -7.3%
COCCN(Cc1ccccc1)C(=O)c1cc(-c2ccc(OC)c(OC)c2)nc2ccccc12
    6.3%, -16.6%, -10.8%
COc1ccc(-n2nc(C(=O)N(C)c3cc(C)ccc3C)c3c4ccccc4n(C)c3c2=O)cc1Cl
    nt, 3.3%, -12.6%
Cc1ccc(/C=C2/NC(=O)N(Cc3ccccc3)C2=O)s1
    -16.2%, 8.0%, -14.3%
CC1CCCN(c2nc3c(c(=O)n(C)c(=O)n3C)n2CCSc2nc3ccccc3o2)C1 (stereo not drawn)
    3.0%, -5.3%, 8.5%
COc1ccc(Cl)cc1-n1c(/C=C/c2cccc3ccccc23)nc2ccccc2c1=O
    nt, -18.1%, -11.6%
CCOC(=O)/C(C#N)=C/c1ccc(-c2ccc(C)cc2)o1
    nt, 9.8%, -0.4%
CC1(C)CC(=O)C(C=NCCc2ccccn2)=C(O)C1
    4.9%, -4.1%, -11.5%
CS(=O)(=O)N(CC(=O)NCCc1ccccc1)c1cc(C(F)(F)F)ccc1Cl
    nt, 3.9%, -7.9%
C=CCC1NS(=O)(=O)OC2CCCC12 (stereo not drawn)
    1.5%, -1.2%, -1.4%
Cc1c(CCO)c(=O)[nH]n1S(=O)(=O)c1ccc(F)cc1
    -1.4%, -0.8%, -18.6%
Clc1ccc(C2=NN(c3ccccc3)C(c3ccco3)C2)cc1 (stereo not drawn)
    ?, -0.9%, -13.5%
CCC(C)C(NS(=O)(=O)c1ccc(C)cc1)C(=O)Oc1ccc2c3c(c(=O)oc2c1)CCC3 (stereo not drawn)
    ?, -24.8%, 7.9%
CN(C(=O)COC(=O)c1n[nH]c(=O)c2ccccc12)c1ccccc1
    nt, 3.2%, 20.1%
Cc1c(NC(=O)C(C)Oc2cccc(F)c2)c(=O)n(-c2ccccc2)n1C (stereo not drawn)
    nt, -4.8%, 1.5%
CCOc1ccccc1/C=N/n1c(C2CCCCC2)n[nH]c1=S
    -0.1%, -9.1%, ?
COc1ccc(NC(=O)CN2C(=O)NC3(CCCC3)C2=O)cc1Cl
    -9.6%, -2.3%, 2.0%
O=C(COC(=O)c1cccc(S(=O)(=O)N2CCCCC2)c1)NCc1ccccc1
    -19.1%, ?, -4.9%
CCOC(=O)C1CCN(C(=O)c2ccc(Cl)c(Cl)c2)CC1
    3.2%, -5.9%, 5.6%
COc1ccc(CC(=O)NCCc2sc3nc(-c4ccc(OC)cc4)nn3c2C)cc1
    nt, -6.7%, -9.9%
CCCCC(=O)c1c(O)c2ccccc2oc1=O
    -29.8%, -2.3%, -10.5%
Cc1cccc(C2=N/C(=C/c3cccs3)C(=O)O2)c1
    0.0%, -10.4%, -13.0%

Exported with tabs: 2 of the compounds above
molecule	N370S GC mod	GCN5L2 inh	FEN1 inhibitor
COc1ccc(CC(=O)NCCc2sc3nc(-c4ccc(OC)cc4)nn3c2C)cc1	nt	-6.7%	-9.9%
Cc1cccc(C2=N/C(=C/c3cccs3)C(=O)O2)c1	0.0%	-10.4%	-13.0%

Assay outcomes as filed in PubChem.
